TexasRed fluor – Total Fluorescence Counterscreen for Inhibitors of the Interaction of Thyroid Hormone Receptor and Steroid Receptor Coregulator 2. TRb/SRC2 Texas Red total fluorescence interference. Potency, µM (top dose mostly 106 µM), inactives show at the highest dose fluorescence change, negative = quenching. actives 0.29% (n = 280,000); active means well fitted curve in either direction with a large enough effect; inconclusive means small, poorly fitted or top-dose-only effect
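Human TRb ligand-binding domain at 0.6 uM with 20 nM Texas Red SRC2 peptide in Tris buffer containing 1 uM T3 and 5% DMSO, incubated with compound 5 h at ambient temperature. Total fluorescence (555/632 nm) calculated as parallel + 2 × perpendicular.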
Tau fluor cs – Counterscreen qHTS for Inhibitors of Tau Fibril Formation, Fluorescence Polarization; tau K18 P301L Alexa594 fluorescence, heparin fibrillization; Potency, µM (highest dose often 57.7 µM), for the others: at the highest dose activity change, negative = decrease; actives 0.93% (n = 280,000); AID 1463, 2008; further: nearly all actives have a fitted effect of over 55% in size
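Human K18 P301L tau (15 uM unlabeled plus 0.24 uM Alexa 594-labeled, final) in 100 mM sodium acetate pH 7 was mixed with compound and 20 uM heparin and incubated 6 hr at 37 C.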
aGal spleen mod – qHTS Assay for Inhibitors and Activators of Human alpha-Galactosidase From Spleen Homogenate; Potency, µM (series often up to 80 µM), for the others: at the highest dose activity change, negative = inhibition, usual class: inhibitors; Alpha-galactosidase A (Homo sapiens), P06280; human spleen homogenate, 4MU-alpha-Gal fluorescence, 40 min; actives 0.008% (n = 240,000); AID 2107, 2009;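 further: 0% = enzyme with vehicle and -100% = no enzyme basal signal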
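Human spleen homogenate (1 ug) was the enzyme source, with 4-methylumbelliferyl-alpha-D-galactopyranoside (1 mM final) in pH 5.0 citrate buffer with 0.01% Tween-20. Compounds were titrated; after 40 min at 37C, NaOH/glycine stop, 4-MU fluorescence read; AC50 from Hill fits.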
ALDH1A1 block – qHTS Assay for Inhibitors of Aldehyde Dehydrogenase 1 (ALDH1A1) | Purified ALDH1A1, NADH fluorescence, propionaldehyde substrate | AID 1030, 2008 | Potency, µM (doses to about 75.3 µM), without a hit: at the top dose activity, negative = inhibition, most hits filed as inhibitors | actives 7.3% (n = 220,000); active means well fitted inhibition curve with a large enough effect, not every such curve was filed as active; inconclusive means small, poorly fitted or top-dose-only effect, or another doubt; inactive means no such curve, though single readings can be large or run the other way;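 further: plate controls were no enzyme wells and a reference inhibitor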
Target sequence (P00352 whole entry, looked up): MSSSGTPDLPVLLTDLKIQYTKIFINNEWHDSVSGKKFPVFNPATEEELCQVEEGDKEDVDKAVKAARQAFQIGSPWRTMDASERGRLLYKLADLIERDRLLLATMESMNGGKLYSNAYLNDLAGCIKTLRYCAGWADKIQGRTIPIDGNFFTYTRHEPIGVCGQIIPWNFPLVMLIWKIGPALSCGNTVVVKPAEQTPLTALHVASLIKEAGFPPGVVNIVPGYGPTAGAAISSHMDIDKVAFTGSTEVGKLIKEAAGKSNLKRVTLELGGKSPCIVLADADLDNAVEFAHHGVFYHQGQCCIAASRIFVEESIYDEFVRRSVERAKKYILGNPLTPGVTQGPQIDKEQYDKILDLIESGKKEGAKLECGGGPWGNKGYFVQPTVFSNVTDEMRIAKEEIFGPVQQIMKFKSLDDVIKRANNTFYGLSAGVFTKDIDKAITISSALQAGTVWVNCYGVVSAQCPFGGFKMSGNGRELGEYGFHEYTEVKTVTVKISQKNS
L3MBTL1 block – qHTS Assay for the Inhibitors of L3MBTL1 | Lethal(3)malignant brain tumor-like protein 1 (Homo sapiens), Q9Y468 | AlphaScreen L3MBTL1–H3K9me1 peptide binding | Potency, µM (top dose mostly 57.1 µM), without a hit: at the top dose activity, negative = inhibition, usual class: inhibitors | actives 0.66% (n = 230,000); further: nearly all actives have a fitted effect of over 60% in size
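Displacement of a biotinylated histone H3(1-15) peptide monomethylated at Lys9 (75 nM) from L3MBTL1 (50 nM) was measured by AlphaScreen after a 30 min room-temperature compound incubation; cefsulodin titration served as intraplate control.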
Tau FP inhib – qHTS for Inhibitors of Tau Fibril Formation, Fluorescence Polarization. Microtubule-associated protein tau (Homo sapiens), P10636. K18 P301L tau heparin fibrillization, Alexa594 FP, 6 h. Potency, µM (highest dose often 57.7 µM), without a hit: top-dose activity, negative = inhibition, most hits filed as inhibitors. actives 0.39% (n = 280,000); further: nearly all actives have a fitted effect of over 55% in size
Target sequence (P10636 561-689 P618L limits assumed): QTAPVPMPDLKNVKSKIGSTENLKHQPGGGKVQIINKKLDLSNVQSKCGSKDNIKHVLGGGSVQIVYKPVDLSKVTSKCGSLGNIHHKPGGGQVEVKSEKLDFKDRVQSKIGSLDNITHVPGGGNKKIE
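Heparin (20 uM) drove fibril formation of recombinant tau K18 P301L, 15 uM unlabeled with 0.24 uM Alexa 594 label, for 6 hr at 37 C in 100 mM sodium acetate pH 7. Fluorescence polarization (555/632 nm) read 1 hr after 30 uM ThT.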
TRb SRC2 PPI – qHTS for Inhibitors of the Interaction of Thyroid Hormone Receptor and Steroid Receptor Coregulator 2. Potency, µM (doses to about 106 µM), without a hit: at the highest dose activity change, negative = inhibition, hits mostly inhibitors. AID 1469, 2008. TRbeta-SRC2 peptide binding, fluorescence polarization; receptor liganded with 1 µM T3. Thyroid hormone receptor beta (Homo sapiens), P10828. actives 0.065% (n = 280,000);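 further: plate controls were bound peptide for no effect and peptide without receptor for full effect; nearly all actives have a fitted effect of over 50% in size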
Target sequence (P10828 whole entry, looked up): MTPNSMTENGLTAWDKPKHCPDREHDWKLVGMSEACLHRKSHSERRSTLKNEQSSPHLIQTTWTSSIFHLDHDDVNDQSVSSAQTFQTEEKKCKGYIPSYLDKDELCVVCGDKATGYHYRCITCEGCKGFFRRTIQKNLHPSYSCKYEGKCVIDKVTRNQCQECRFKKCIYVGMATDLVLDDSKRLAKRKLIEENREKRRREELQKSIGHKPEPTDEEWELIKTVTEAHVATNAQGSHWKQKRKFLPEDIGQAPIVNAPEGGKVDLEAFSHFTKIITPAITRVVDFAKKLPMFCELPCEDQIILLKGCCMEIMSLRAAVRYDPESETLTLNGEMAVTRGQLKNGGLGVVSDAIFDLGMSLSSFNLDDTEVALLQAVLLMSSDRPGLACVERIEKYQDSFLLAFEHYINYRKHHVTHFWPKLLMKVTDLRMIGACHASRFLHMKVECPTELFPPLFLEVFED
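Polarization signal, normalized between peptide-alone and full complex controls, measured compound effects on T3-liganded human TRb LBD (0.6 uM) binding 20 nM Texas Red SRC2 peptide after 5 hr.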
Tau ThT inhib – qHTS for Inhibitors of Tau Fibril Formation, Thioflavin T Binding; Microtubule-associated protein tau (Homo sapiens), P10636; recombinant tau K18 P301L (four-repeat tau fragment), heparin-induced fibrillization, ThT fluorescence; Potency, µM (highest dose often 57.4 µM), without a hit: top-dose activity, negative = inhibition, usual class: inhibitors; actives 2.1% (n = 270,000); further: nearly all actives have a fitted effect of over 55% in size
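Heparin-induced fibrillization of the P301L-mutant K18 repeat-domain fragment of human tau was followed by ThT binding in quantitative high-throughput format.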
The depositor's hits bear a star; ? = inconclusive; / = no result given; & = joins results of further samples; [ ] = another dose, or the depositor's remark. Unless noted, the call rests on the fitted dose curve; in most records, active means well fitted curve in the direction sought with a large enough effect; inconclusive means small, poorly fitted or top-dose-only effect, or another doubt; inactive means no such curve, though single readings can be large; an effect the other way counts as inactive or inconclusive. Unless noted, on the % scale 0 is the no-effect control and ±100 the full control effect; potency means the concentration at half of the fitted maximal effect.

Fields – Tau ThT inhib | Tau fluor cs | TRb SRC2 PPI | TexasRed fluor | Tau FP inhib | L3MBTL1 block | aGal spleen mod | ALDH1A1 block
- CCCC1(CCC)NC(=O)N(CC(=O)N2CCN(C(=O)c3ccco3)CC2)C1=O
 : -6% | -4% | -9% | 0% | -6% | / | 3% | 5%
- CC(=O)NNc1nc(-c2ccccc2)c2cc(Br)ccc2n1
 : -1% | 0% | 1% | -1% | -10% | 8% | -6% | 0%
- CC(OC(=O)C(C)N1C(=O)C2C3C=CC(C4CC34)C2C1=O)C(=O)c1ccccc1 (stereo unspecified)
 : -10% | -13% | 2% | 0% | 2% | 5% | -1% | -1%
- Cc1ccccc1C1c2[nH]c3ccccc3c2CCN1C(=O)c1ccc(=O)n(C)n1 (stereo unspecified)
 : ? | -16% | -4% | -4% | 5% | -10% | -4% | 32µM*
- C/C(=N/Nc1cc(-c2ccccc2)nc(-c2ccccc2)n1)c1ccc(O)cc1
 : ? | 7.1µM*[quencher] | 7% | -2% | ? | -15% | 3% | ?
- Cc1nc2ccc(-c3nc4cc(N)ccc4o3)cc2[nH]1
 : ? | -23% | -7% | -13% | -1% | -6% | 6% | ?
- C=CCNC(=O)NC(=O)CSc1nnc(C(F)(F)F)n1C
 : 3% | 7% | 0% | 1% | 4% | / | 6% | 9%
- O=C(Cn1cc([N+](=O)[O-])cn1)Nc1ccccn1
 : -4% | 1% | 0% | -3% | 1% | 7% | 7% | 0%
- Cc1ccc(SCC2=NN(c3nc(C)cc(C)n3)C(=O)C2)cc1
 : -4% | -6% | -2% | 4% | 4% | / | 5% | -2%
- N#Cc1c(-c2ccccc2)no[n+]1[O-]
 : ? | -4%&-19% | 8%&3% | -4%&-2% | ? | / | 17%&-28% | 5µM*
- O=C(CCl)c1ccc2c(c1)CCN2C(=O)C1CC1
 : ? | 8% | 6% | -1% | 4% | -7% | -5% | ?
- COc1ccc(NC(=O)CCCS(=O)(=O)c2nc(-c3ccc(OC)c(OC)c3)cc(C(F)(F)F)n2)cc1OC
 : -10% | -15% | 2% | -3% | -1% | / | / | /
- COc1ccc(C(=O)Cn2c3ccccc3n3nc(CCC(=O)O)c(=O)nc23)cc1OC
 : -20% | -8% | -1% | 1% | 3% | / | 4% | ?
- CCOC(=O)Cn1nnc(-c2cc(OC)c(OC)c(OC)c2)n1
 : 0% | -1% | 5% | 4% | -2% | 29% | 3% | -3%
- CCOc1ncccc1C(=O)OCc1cn2cc(Cl)ccc2n1
 : -9% | 0% | -16% | -3% | 2% | -1% | -2% | 12%
- CCCCCC(=O)Nc1nc(C)c(-c2csc(Nc3ccc(Cl)cc3)n2)s1
 : 11µM* | 10µM*[quencher] | -5% | 2% | 8% | -15% | -10% | ?
- CC1(C)N=C(c2ccc(Cl)cc2Cl)C(=O)N1
 : -9% | -5% | 3% | 2% | 5% | -1% | 9% | -9%
- CCOc1ccccc1N1C(=O)c2ccc(C(=O)Nc3cccnc3)cc2C1=O
 : 9% | 0% | -12% | -3% | 0% | 0% | -1% | -10%
- O=C(Nc1ccc(Cl)cc1Cl)c1cc(S(=O)(=O)N2CCC3(CC2)OCCO3)ccc1F
 : -4% | -19% | 4% | -2% | -8% | / | / | /
- CCOc1ccc(C(=O)Nc2ccccc2C#N)cc1[N+](=O)[O-]
 : 1% | 5% | 1% | -1% | -2% | 7% | 0% | -12%
- Cc1cc(C)cc(Nc2cc(C)nc3nc(-c4ccco4)nn23)c1
 : ? | -12% | 2% | 0% | ? | / | / | /
- O=C(Nc1cc(-c2ccccc2)sc1C(=O)O)c1cccc(F)c1
 : ? | -5% | 12% | -6% | 3% | / | / | /
- O=C(Cn1c(C2CC2)nc2ccccc2c1=O)Nc1ccc(Br)cc1
 : 2% | -10% | -1% | -2% | 8% | / | -2% | 12%
- COc1ccc(NC2c3ccccc3C(=O)N2Cc2ccco2)cc1OC (stereo unspecified)
 : -9% | -1% | -5% | -1% | 8% | -7% | 7% | -8%
- Nc1c(S(=O)(=O)O)cc(Nc2ccc(Nc3nc(Cl)nc(Nc4ccc(S(=O)(=O)O)cc4)n3)c(S(=O)(=O)O)c2)c2c1C(=O)c1ccccc1C2=O
 : 4µM* | 2.8µM*[quencher] | 10% | 22µM*[quencher] | 10µM* | / | 17% | -10%
- O=C(c1ccco1)N1CCN(c2ncnc3c2[nH]c2ccc(Br)cc23)CC1
 : ? | -30% | -4% | 1% | 4% | -10% | -5% | ?
- CC(=O)CC(C)(C)NC(C)=S
 : -5% | -7% | 2% | 1% | -9% | 8% | 4% | /
- Nc1[nH]c(=O)[nH]c(=O)c1N=Nc1cccc(Cl)c1
 : 7% | 0% | 2% | -5% | 0% | 0% | -1% | -7%
- CC(=O)Nc1ccc(S(=O)(=O)N2CCN(C(=O)Cc3ccccc3)CC2)cc1
 : -10% | 0% | -8% | -2% | 0% | 2% | 3% | -9%
- O=C(c1ccccc1)c1ccc(C(=O)N2CCOCC2)cc1
 : -3% | 0% | 5% | 2% | 9% | 11% | 3% | -4%

3 compounds out of the list, sorted by heavy-atom count, smallest number first:
Fields – Tau ThT inhib | Tau fluor cs | TRb SRC2 PPI | TexasRed fluor | Tau FP inhib | L3MBTL1 block | aGal spleen mod | ALDH1A1 block
- Cc1cc(C)cc(Nc2cc(C)nc3nc(-c4ccco4)nn23)c1
 : ? | -12% | 2% | 0% | ? | / | / | /
- CC(=O)Nc1ccc(S(=O)(=O)N2CCN(C(=O)Cc3ccccc3)CC2)cc1
 : -10% | 0% | -8% | -2% | 0% | 2% | 3% | -9%
- C/C(=N/Nc1cc(-c2ccccc2)nc(-c2ccccc2)n1)c1ccc(O)cc1
 : ? | 7.1µM*[quencher] | 7% | -2% | ? | -15% | 3% | ?

Part of the list above in another layout:
smiles: O=C(Cn1cc([N+](=O)[O-])cn1)Nc1ccccn1
  Tau ThT inhib = -4%
  Tau fluor cs = 1%
  TRb SRC2 PPI = 0%
  TexasRed fluor = -3%
  Tau FP inhib = 1%
  L3MBTL1 block = 7%
  aGal spleen mod = 7%
  ALDH1A1 block = 0%
smiles: Cc1ccc(SCC2=NN(c3nc(C)cc(C)n3)C(=O)C2)cc1
  Tau ThT inhib = -4%
  Tau fluor cs = -6%
  TRb SRC2 PPI = -2%
  TexasRed fluor = 4%
  Tau FP inhib = 4%
  L3MBTL1 block = /
  aGal spleen mod = 5%
  ALDH1A1 block = -2%

More structures follow.
Fields – Tau ThT inhib | Tau fluor cs | TRb SRC2 PPI | TexasRed fluor | Tau FP inhib | L3MBTL1 block | aGal spleen mod | ALDH1A1 block
- O=C1SC(c2ccccc2)=C/C1=C\N1CCCCC1
 : ? | ? | 2% | -6% | -4% | -18% | 8% | ?
- NNC(=O)C12CC3CC(C1)CC(n1ncnn1)(C3)C2
 : 4% | 3% | 0% | -1% | -3% | 4% | 0% | 3.5µM*
- COc1ccc(OCCSc2nnc(CC(=O)Nc3cccc(Cl)c3Cl)n2C)cc1
 : -13% | -7% | -15% | 3% | 1% | / | 4% | ?
- CC(=O)OC[C@H]1O[C@@H](O/N=C/C[C@@H]2C=C[C@H](OC(C)=O)[C@@H](COC(C)=O)O2)[C@H](OC(C)=O)[C@@H](OC(C)=O)[C@@H]1OC(C)=O
 : ? | -24% | -9% | -2% | 6% | -2% | 5% | -1%
- Cc1ccc(CS(=O)(=O)CCC(=O)NC2CC2)cc1
 : -5% | -4% | -4% | 0% | -2% | 6% | -1% | -1%
- C=C(Br)Cn1cnc2ccccc21
 : -6% | 1% | -1% | 1% | 4% | / | -6% | 6%
- Cc1ccc(-c2nn(-c3ccccc3)cc2C(=O)Nc2cccc(S(=O)(=O)N3CCOCC3)c2)cc1
 : 10% | ? | 0% | 4% | 14µM* | -7% | -6% | ?
- Cn1c(SCC(=O)NNC(=O)c2ccc(Br)cc2)nnc1-c1cccnc1
 : -5% | 2% | -3% | 1% | 4% | 16% | 1% | 12%
- O=C(COc1ccccc1)NC1=NCCS1
 : -16% | -8% | -13% | -4% | -5% | / | 5% | 0%
- CCOc1ccc2nc(SC(C)C(N)=O)[nH]c2c1 (stereo unspecified)
 : -16% | -6% | 4% | 0% | 3% | 0% | 4% | 1%
- COCCCNC(=O)Cn1cnc2sc(C)c(S(=O)(=O)N3CCN(c4ccccc4OC)CC3)c2c1=O
 : 0% | -11% | 2% | -2% | -4% | / | / | /
- CCc1ccc(Nc2oc(C)cc(=O)c2C(C)=O)cc1
 : -11% | -7% | 2% | 3% | -1% | -1% | -6% | -8%
- C=CCn1c(SCC(=O)Nc2ccc(C(=O)OC(C)C)cc2)nnc1-c1cccs1
 : -6% | -7% | 4% | 0% | 2% | / | 2% | ?
- COc1ccc(/C=C/CN2CCCC(CCC(=O)NCc3ccc(F)c(F)c3)C2)cc1 (stereo unspecified)
 : -9% | -19% | -2% | -3% | -5% | -6% | 4% | 19%
- Cc1cc(C)c2c(C)nn(-c3ccccc3)c2n1
 : -2% | -15% | 5% | -1% | -9% | / | 1% | ?
- COc1ccccc1N(CC(N)=O)S(=O)(=O)c1ccc(C)cc1
 : -2% | -8% | -8% | -3% | 3% | 4% | 1% | 0%
- CC(=O)NC(C(=O)O)C(C)(C)SN=O (stereo unspecified)
 : ? | -20% | -11% | 0% | ? | / | -7% | 1%
- CCN(CC)S(=O)(=O)c1ccc(OC)c(NC(=O)C(Cc2ccccc2)N2C(=O)c3ccccc3C2=O)c1 (stereo unspecified)
 : -4% | -26% | 1% | 0% | -4% | 4% | -8% | -16%
- CC(=O)Nc1nc(-c2ccccc2)nc(-c2ccccc2OC(C)=O)n1
 : -8% | -24% | -26% | 1% | -11% | 0% | -7% | -8%
- CCN(CC)c1ccc(C2Nc3cccc4cccc(c34)N2)c(O)c1
 : 16µM* | 14µM*[quencher] | -9% | -2% | -16% | ? | -3% | ?
